HepG2 viability: kills HepG2 cells in TGF-b inhibitor counter-screen. HepG2 CAGA-GFP viability, ATP luminescence, 18 h. Potency, µM (series often up to 46.1 µM), for the others: top-dose activity change, negative = cytotoxicity, hits mostly cytotoxic. AID 588856. 0.76% of 410,000 active; also: some results filed as inactive show a strong effect at the top dose
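HepG2 CAGA-GFP cells (1000/well, DMEM with 1% FBS) received compound, then TGF-beta at 500 pg/mL final, and were incubated 18 hours at 37 degrees C. Viability was read by CellTiter-Glo luminescence. Media-only wells were set as complete cell-killing and DMSO as no toxicity.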
ATXN2 expr inh: ATXN2 expression inhibition; AID 1745845; Potency, µM (series often up to 57 µM), inactives show at the top dose activity change, negative = inhibition, actives largely listed as inhibitors; HEK-293 ATXN2-luciferase reporter, luminescence, 24 h; 0.72% of 360,000 active; also: % is scaled to controls: 0 for no effect and ±100 for the full control effect; nearly all actives have a fitted effect of over 55% in size
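qHTS (up to 57 uM final) was run with 24 h compound exposure of reporter cells at 37 °C. Each well was multiplexed: SteadyGlo luminescence measured ATXN2-luciferase expression after a fluorogenic Gly-Phe-AFC viability readout (25 uM final).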
TGFb inhibitor: inhibitors of TGF-b signaling. HepG2 CAGA-GFP TGF-b/SMAD3 reporter, GFP fluorescence, 18 h; TGF-beta stimulated, 500 pg/mL final. Potency, µM (series often up to 46.1 µM), without a hit: at the top dose activity, negative = inhibition, hits mostly inhibitors. 1.2% of 410,000 active. AID 588855; also: % is scaled to controls: 0 for no effect and ±100 for the full control effect; nearly all actives have a fitted effect of over 65% in size
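TGF-beta reporter screen: HEPG2 CAGA-GFP, 1% FBS, 500 pg/mL TGF-beta final, 18 h; per-cell GFP summed per well; curves fitted and categorized by class.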
MCF10A rerep: DNA re-replication induction in MCF 10a cells | MCF 10A DNA re-replication, Hoechst nuclear intensity, 48 h | Potency, µM (titrated, usually from 46.1 µM), without a hit: at the top dose activity, positive = re-replication, actives largely listed as activators | 2.9% of 350,000 active | AID 624296; also: % of control where 0% means no effect; nearly all actives have a fitted effect of over 50% in size
Nrf2 inh: inhibitors of Nrf2 signaling; A549 ARE-Fluc reporter, luciferase luminescence, 18-24 h; Potency, µM (series often up to 46 µM), inactives show at the highest dose activity change, negative = inhibition, hits mostly inhibitors; 2.1% of 360,000 active; AID 504444; also: % is scaled to controls: 0 for no effect and ±100 for the full control effect; nearly all actives have a fitted effect of over 60% in size
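A549 ARE_Fluc cells (5000/well, 5% FBS OPTI-MEM) pre-incubated 2 h, then treated with compounds 18-24 h at 37C/5% CO2 in concentration-response. CellTiter-Fluor viability read first; BugLite luciferase luminescence after 15 min at room temperature gives Nrf2 activity.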
S2 tox: cell viability loss in ATXN counter-screen; Potency, µM (series often up to 56.7 µM), usual class: cytotoxic; S2 cells (HEK-293 line with an ATXN2-luciferase reporter) viability, CellTiter-Fluor protease fluorescence, 24 h; AID 651635; 0.49% of 400,000 active; also: nearly all actives have a fitted effect of over 40% in size
EPAC2 antagonist: EPAC2 (human) antagonism | Q8WZA2 | 0.18% of 360,000 active | EPAC2 GEF exchange of Rap1B-BODIPY-GDP, fluorescence | Potency, µM (top dose mostly 114 µM), inactives show at the highest dose activity, negative = inhibition, most hits filed as inhibitors; also: % is scaled to controls: 0 for no effect and ±100 for the full control effect; nearly all actives have a fitted effect of over 45% in size; many of its hits are not listed in these tables
Target sequence (Q8WZA2 whole entry, looked up): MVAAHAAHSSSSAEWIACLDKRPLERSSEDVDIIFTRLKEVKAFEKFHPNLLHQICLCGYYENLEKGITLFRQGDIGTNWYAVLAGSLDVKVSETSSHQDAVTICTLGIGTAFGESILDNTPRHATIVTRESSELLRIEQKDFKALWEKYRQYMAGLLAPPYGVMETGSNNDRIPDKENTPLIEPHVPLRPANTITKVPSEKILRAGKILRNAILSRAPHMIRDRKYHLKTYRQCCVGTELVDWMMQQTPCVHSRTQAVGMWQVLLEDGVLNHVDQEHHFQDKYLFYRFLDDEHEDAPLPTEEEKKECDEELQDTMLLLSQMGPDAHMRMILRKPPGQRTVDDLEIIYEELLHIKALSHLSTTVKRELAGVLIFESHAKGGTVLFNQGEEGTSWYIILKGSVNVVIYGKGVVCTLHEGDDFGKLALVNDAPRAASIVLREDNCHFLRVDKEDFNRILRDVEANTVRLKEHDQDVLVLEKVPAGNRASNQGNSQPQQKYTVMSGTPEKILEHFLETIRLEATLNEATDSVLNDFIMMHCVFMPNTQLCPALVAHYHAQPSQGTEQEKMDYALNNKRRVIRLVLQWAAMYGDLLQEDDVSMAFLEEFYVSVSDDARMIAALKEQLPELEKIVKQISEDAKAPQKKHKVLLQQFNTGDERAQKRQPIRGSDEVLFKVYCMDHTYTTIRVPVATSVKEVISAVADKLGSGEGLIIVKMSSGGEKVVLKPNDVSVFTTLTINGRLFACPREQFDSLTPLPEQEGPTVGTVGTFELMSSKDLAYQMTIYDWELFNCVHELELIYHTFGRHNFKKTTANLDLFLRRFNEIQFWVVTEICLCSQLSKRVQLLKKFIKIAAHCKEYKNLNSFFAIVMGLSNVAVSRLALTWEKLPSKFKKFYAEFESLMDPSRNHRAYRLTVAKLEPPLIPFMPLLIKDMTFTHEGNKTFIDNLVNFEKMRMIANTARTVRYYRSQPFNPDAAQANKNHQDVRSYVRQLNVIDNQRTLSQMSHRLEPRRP
Nrf2 ARE act: activators of Nrf2 (ARE) signaling. AREc32 ARE-luciferase reporter (MCF7-derived line), luminescence, 24 h. Potency, µM (series often up to 46.1 µM), without a hit: at the top dose activation, usual class: activators. 0.31% of 410,000 active. AID 624171; also: % of control where 0% means no effect; nearly all actives have a fitted effect of over 65% in size
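Steps: seed AREc32_Fluc cells (1000/well, 5% FBS OPTI-MEM); incubate overnight at 37 deg C; add 23 nL compound; incubate 24 hr; add Steady-Glo; hold 30 min RT; read luminescence.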
A549 viability: kills or reduces viability of A549 cells in Nrf2 counter-screen; A549 ARE-Fluc cells, CellTiter-Fluor viability, 18-24 h; Potency, µM (top dose mostly 46 µM), inactives show at the highest dose activity change, negative = cytotoxicity, most hits filed as inhibitors; 0.16% of 390,000 active; AID 504648; also: % is scaled to controls: 0 for no effect and ±100 for the full control effect
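Cytotoxicity counterscreen: CellTiter-Fluor fluorescence was measured in A549 ARE_Fluc cells after 18-24 h of compound exposure in a concentration series. The subsequent BugLite luminescent read reports ARE-luciferase activity.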
* marks the source's active call; other numbers are inactive results; i = inactive; ? = inconclusive; . = no result given; & = joins results of further samples; [ ] = dose if it differs, or a comment. Calls follow the shape of the dose curve; as a rule, active = well fitted curve in the direction sought with a large enough effect; inconclusive = small, poorly fitted or top-dose-only effect, or another doubt; inactive = no such curve, though single readings can be large; an effect the other way counts as inactive or inconclusive. Potency is read from the fitted curve at half-maximal effect. Only part of the results is shown; count on the stated rates, not on these rows.

Values in the order: HepG2 viability | A549 viability | Nrf2 ARE act | TGFb inhibitor | S2 tox | ATXN2 expr inh | MCF10A rerep | EPAC2 antagonist | Nrf2 inh
Cc1ccc(NC(=O)CSc2nc3ccccc3c(=O)n2CCCC(=O)NCCCN2CCOCC2)cc1
→ 3% | -22% | 3.6% | ? | . | -1% | 6% | -2% | -9%
Cc1cc(NC(=O)c2ccc(Cl)cc2)ccc1NC(=O)c1ccccc1Cl
→ -20% | 0% | 3.1% | -3% | i | -20% | -1% | -6% | 2%
CN(CCc1nc2ccccc2[nH]1)Cc1nc(CC2CC2)no1
→ 4% | 5% | 0.3% | -8% | i | 2% | 0% | -16% | -1%
O=C(N[C@@H](Cc1ccccc1)C(=O)OCc1ccccc1)c1nc[nH]c1C(=O)N1CCN(c2ccccc2)CC1
→ -53% | 1% | 0.3% | ? | . | ? | ? | -6% | 7%
COCCN1C(=O)N[C@@H](CCc2ccccc2)[C@H](C(=O)OC)[C@H]1C
→ 7% | 12% | 2.6% | -1% | i | -2% | -24% | 4% | 13%
O=C1C=C(NCc2ccco2)CCC1
→ -7% | -1% | 2.5% | -3% | i | -2% | -5% | -3% | 10%
Cc1ccc(-c2nnc3ccc(SCC(=O)OCc4ccccc4)nn23)cc1
→ -7% | 0% | . | -2% | . | . | . | . | 1%
CCn1nc(C(=O)OCc2cccc(S(=O)(=O)N(C)C)c2)c2ccccc2c1=O
→ -44% | 0% | 0.6% | ? | i | . | -2% | -6% | -30%
COCCNC(=O)C(=O)NCCN1CCOCC1
→ 8% | 1% | 0.3% | 9% | i | 3% | 1% | -2% | 5%
O=S(=O)(Nc1cccc(-c2cn3c(n2)SCC3)c1)c1ccccc1
→ 18% | -7% | -0.2% | 25% | i | -2% | 11% | 8% | -7%
O=C(Nc1cccc(S(=O)(=O)N2CCOCC2)c1)C12CC3CC(CC(C3)C1)C2
→ 2% | 2% | 4.7% | -16% | i | 3% | ? | -1% | 1%
CCCc1cc(=O)n2nc(N3CCC(C(=O)NCc4ccc(C)o4)CC3)sc2n1
→ 4% | 2% | 0.5% | -1% | i | 6% | 0% | 3% | 7%
CN(C(=O)Cc1c(C(=O)O)n(C)c2ccccc12)c1ccc(F)cc1
→ 6% | -2% | 0.1% | -27% | i | -15% | -1% | 5% | -1%
COc1cccc(C2CC(c3cccs3)=NN2C(=S)Nc2ccccc2)c1OC (configuration not stated)
→ -3% | -4% | 2.1% | -12% | i | 11% | 9% | 6% | 10%
CCN(CC)CCNC(=O)CCc1nnc2ccc(N3CCC(C)CC3)nn12
→ -6% | -3% | 0.4% | -8% | i | . | -3% | 0% | -1%
COc1ccc(/C=C2/SC(=O)N(CCNC(=O)C3COc4ccccc4O3)C2=O)cc1 (configuration not stated)
→ -31% | -1% | -0.4% | ? | i | 19% | 0% | 17% | 4%
O=C1CCCN1C(=O)COc1ccc([N+](=O)[O-])cc1
→ -9% | ? | -0.2% | -4% | i | 3% | -22% | 7% | 13%
CC1(c2ccccc2Cl)NC(=O)N(CC(=O)NC(=O)NCc2ccco2)C1=O (configuration not stated)
→ -19% | 0% | 2.9% | 2% | i | -9% | 0% | -2% | -11%
CCCCN(C(=O)c1ccc(-c2ccc(Cl)cc2)o1)c1c(N)n(CCC)c(=O)[nH]c1=O
→ -4% | 1% | -0.6% | -2% | i | -18% | -2% | 1% | 8%
CCc1nnc(NS(=O)(=O)c2ccc(NC(=O)OC)cc2)s1
→ 3% | -1%[1.84 µM] | -0.5% | 0% | i | -8% | -11% | 9% | 7%
Cc1ccccc1CNC(=O)c1cc2cc(S(=O)(=O)N3CCCCC3)ccc2n1C
→ -3% | -5% | -0.1% | -1% | . | . | . | . | .
O=C(CSc1nnc(CNC(=O)c2cccs2)o1)Nc1cccc(C(F)(F)F)c1
→ -7% | -8% | 0.2% | -4% | i | 1% | 1% | 0% | 4%
C(=N\Nc1ccccn1)/c1ccc2c(c1)OCCO2
→ 20% | -6% | 1.6% | 34%[activator] | i | 11% | -43%[inhibitor] | -6% | ?
COC(=O)Cc1ccc(NC(C)=O)cc1
→ -31% | 3% | -1.4% | -8% | i | 4% | 1% | 8% | 0%
O=C(/C=C/C=C/c1ccc2c(c1)OCO2)N1CCCCC1
→ -4% | 3% | 8.6% | 2% | ? | 18% | -16% | 19% | ?
Cc1[nH]c(=O)c(C#N)c(C)c1[N+](=O)[O-]
→ 11% | 6% | -0.5% | 1% | i | -8% | -10% | 4% | 0%
COc1ccc(CNC(=O)Cn2cccc2C(=O)c2ccccc2)cc1
→ -2% | 0% | 0.1% | 12% | i | 23% | 1% | 15% | ?
COc1ccc2c(c1)C(SCC(=O)NCCc1ccc(Cl)cc1)CC(C)(C)O2 (configuration not stated)
→ -30% | ? | -0.5% | ? | ? | 28µM* | ? | ? | ?
Cc1cc(C)c2oc(C(=O)Nc3ccc(S(=O)(=O)N(C)c4ccccc4)cc3)cc(=O)c2c1
→ -18% | 8% | -0.6% | ? | i | -5% | . | . | 7%
CN(Cc1ccccc1Cl)C(=O)C1CCC(=O)N(C2CCCCCC2)C1 (configuration not stated)
→ -12% | -6% | -0.5% | -9% | i | 0% | 2% | -13% | 10%
FC(F)(F)c1ccc(Cl)c(-n2c(Cc3cccs3)n[nH]c2=S)c1
→ -14% | -3% | 5.2% | -6% | i | . | -5% | 3% | -6%
CSc1nnc(-c2cc3c(s2)-c2ccccc2CC3)o1
→ -33% | 15% | ? | ? | i | 53%[activator] | ? | -4% | .
C=CCn1c(SCC(=O)NC2CCS(=O)(=O)C2)nc2scc(C3CC3)c2c1=O (configuration not stated)
→ -2% | 0% | 0.3% | 0% | ? | 6% | 1% | 3% | 10%
CCN(CC)S(=O)(=O)c1ccc2c(c1)c(=O)c(C(=O)N(C)Cc1ccccc1)cn2C
→ -7% | 0% | 0.1% | -46% | i | 2% | . | . | -14%
O=C(Nc1c2c(nn1-c1ccccc1)CS(=O)(=O)C2)c1ccccc1C(F)(F)F
→ -22% | 4% | -0.6% | -15% | i | -10% | -3% | -1% | 16%
CCOC(=O)c1c(N)n(-c2ccc(OCC)cc2)c2nc3ccccc3nc12
→ -15% | 6% | -1.5% | 15% | i | -7% | . | . | .
COc1ccccc1-n1c(SCC(=O)Nc2ccc(C)cc2)nc(O)cc1=O
→ 9%&-10% | 12%&5% | 0.3%&-0.3% | -20%&17% | i | 4%&-10% | 3% | -4% | 3%&-16%
O=C(Cc1cccc(NC(=O)C2CCCN(C(=O)C3CCC3)C2)c1)Nc1cccc(C(=O)N2CCCC2)c1 (configuration not stated)
→ 3% | 0% | 0.9% | ? | ? | ? | 21% | -3% | -20%
O=C(CN1C(=O)c2ccccc2C1=O)NC1(C(=O)O)CCCC1
→ -6% | -1% | -0.1% | -2% | i | -7% | 1% | 21% | 7%
Cc1c2cnn(-c3ccccc3)c(=O)c2c(C)n1CCCC(=O)N1CCN(c2ncccn2)CC1
→ -9% | 0% | 0.6% | -2% | i | 1% | 7% | 4% | -22%
O=S1(=O)C[C@@H](N2CCC[C@@H]2CO)[C@H](COCc2ccccc2)N1
→ 0% | . | 0.3% | -5% | i | 2% | . | 8% | .
CCOc1ccccc1NC(=O)CCc1c(C)nc2cc(-c3ccccc3)nn2c1C
→ 6% | -8% | -2.4% | -7% | i | -25% | . | . | ?
Cc1nc(S(=O)(=O)Cc2ccc(Cl)cc2)nc2c1CCC2
→ 0% | 0% | 0.6% | 9% | i | -32% | 12% | 3% | -7%
Cc1cc2nc(-c3ccc4c(c3)CCC4)ccn2n1
→ -22% | 8% | 7.9% | -14% | i | 22% | -34%[inhibitor] | 0% | ?
Nc1nc(Nc2ccccc2F)nc(NCc2ccco2)c1[N+](=O)[O-]
→ 47% | 9% | ? | 19% | i | -1% | ? | 0% | ?
CCOC(=O)C1(CCCc2ccccc2)CCN(C(=O)CCC2=NNC(=O)CC2)CC1
→ 0% | -3% | -1.8% | -2% | i | 6% | -5% | 1% | -13%
Nc1cc(S(=O)(=O)N2CCOCC2)ccc1Oc1cccc(Br)c1
→ -29% | -18% | 2.9% | -12% | i | -12% | 17% | -8% | 8.2µM*
Cc1c(NC(=O)C(C)NCC2CCCO2)c(=O)n(-c2ccccc2)n1C (configuration not stated)
→ 12% | -1% | -0.6% | 0% | i | 2% | -2% | 1% | .
NC(=O)CC(NC(=O)c1ccccc1)C(=O)O (configuration not stated)
→ -3% | -1% | -0.1% | -10% | i | 4% | 4% | -8% | 5%
COc1cccc(C(O)c2ncc(-c3ccc(Cl)cc3)[nH]2)c1 (configuration not stated)
→ -4% | . | 2.7% | 3% | i | 4% | . | ? | .
Cc1ccc2nc(/C(C#N)=C/c3ccc(-c4ccc(C(=O)OC(C)C)cc4)o3)[nH]c2c1
→ -20% | 6% | 7.8% | 292%[activator] | i | 62%[activator] | . | . | ?
COc1ccc(O[C@@H]2O[C@H](COC(C)=O)[C@@H](OC(C)=O)[C@H](OC(C)=O)[C@H]2NC(C)=O)cc1
→ -15% | 0% | 0.1% | -8% | i | 6% | 2% | 9% | 4%
Cc1ccc(-n2cccc2C(=O)NS(=O)(=O)c2ccc(C)cc2)cc1
→ 5% | 0% | -0.6% | -1% | i | 14% | 4% | 10% | 6%
CC(C)NC(=O)N(C)C[C@H]1Oc2c(NC(=O)Nc3ccc4c(c3)OCO4)cccc2C(=O)N([C@H](C)CO)C[C@@H]1C
→ -17% | -18% | 5.2% | -1% | i | 20% | -32%[inhibitor] | 2% | 16%
O=c1c(=O)n(Cc2c(F)cccc2Cl)ccn1Cc1ccccc1
→ -14% | ? | 0.2% | 0% | i | 4% | . | . | ?
O=C(CCSc1nc(-c2ccco2)cc(C(F)(F)F)n1)N1CCN(c2ccccc2)CC1
→ -2% | -4% | 1.8% | -63% | i | -10% | ? | -6% | ?
COc1ccc(Nc2ccccc2N)cc1
→ 24% | -12% | 3.2% | ? | i | 63%[activator] | ? | 2% | 11%
Cc1occc1C(=O)N1CCCC(CO)(Cc2ccc(F)cc2F)C1 (configuration not stated)
→ 5% | 0% | -0.7% | -3% | i | -13% | 0% | 7% | -4%

Compound activity from PubChem.
